Screening data as filed in PubChem BioAssay.
HTR2A ag = mouse Htr2a agonists via beta-arrestin recruitment, primary screen, cell-based, luminescence; 5-hydroxytryptamine receptor 2A (Mus musculus), P35363; CHO-K1 mHTR2A beta-arrestin complementation; percent of 30 µM serotonin response; activation, % at 7.6 µM; 0.66% of 360,000 active; AID 624169, 2012;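 active means activation above a run cutoff, the mean activation of all tested compounds plus 3 SD, cut at about 14% in these data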;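 further: 0% = plate median of compound wells and 100% = 30 µM serotonin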
Target sequence (P35363 whole entry, looked up): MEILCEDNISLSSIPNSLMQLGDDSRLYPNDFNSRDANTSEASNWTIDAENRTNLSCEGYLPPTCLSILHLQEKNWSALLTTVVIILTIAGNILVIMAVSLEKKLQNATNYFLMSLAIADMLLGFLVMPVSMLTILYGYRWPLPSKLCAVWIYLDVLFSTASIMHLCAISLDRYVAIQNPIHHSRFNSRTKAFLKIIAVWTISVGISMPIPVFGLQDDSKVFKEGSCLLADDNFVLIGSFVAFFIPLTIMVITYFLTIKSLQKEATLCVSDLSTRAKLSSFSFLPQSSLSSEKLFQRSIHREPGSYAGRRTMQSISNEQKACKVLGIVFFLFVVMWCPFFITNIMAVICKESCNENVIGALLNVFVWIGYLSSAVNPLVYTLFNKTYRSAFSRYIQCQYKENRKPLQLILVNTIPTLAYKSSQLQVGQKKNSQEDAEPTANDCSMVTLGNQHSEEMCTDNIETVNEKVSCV
MITF TRPM1 inh = inhibitors of MITF-dependent TRPM1 promoter reporter, primary screen, cell-based, SK-MEL-5, single point, luciferase; SK-MEL-5 TRPM1 promoter luciferase, 24 h; inhibition, % at 12.5 µM; 0.83% of 330,000 active; AID 488899, 2010;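 active means mean inhibition across replicates of 60% or more, whatever share of single replicates reaches that level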; further: values of inactives mirror those of a sister screen read the other way
Shn3 3UTR inh = reduction of Shn3 3'UTR firefly luciferase signal, primary screen, Schnurri-3 inhibitor project, cell-based, Clone20 osteoblasts, set 2. Clone20 osteoblast Shn3 3'UTR firefly luciferase, 24 h. inhibition, % at 12.5 µM. 0.52% of 360,000 active;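 active means mean inhibition of at least 75% with every replicate also reaching 75%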;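 further: 0% = median of neutral control wells and 100% = pilot-screen positive control compound; some compounds past the cut are filed as inactive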
CaV13 ICDI inh = Disruptors of the CACNA1D IQ motif to Ca2+-dependent inactivation inhibitor domain association, primary screening, Förster resonance energy transfer in intact living …; inhibition, % at 12.3 µM; HEK cells, CFP/YFP FRET ICDI-IQ, plate reader, 10 min; percent FRET-ratio fall versus neutral wells; 0.098% of 340,000 active;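 active means mean replicate inhibition of at least 30% and at least 1% of replicates passing that level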;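 further: 0% = median of the neutral control wells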
iPSC survival up = enhancers of single-cell hiPSC survival, primary screen, ATPlite luminescence. survival enhancement, % at 20 µM. AID 602274, 2012. 100% = ROCK inhibitor wells, 0% = DMSO. 0.044% of 360,000 active; in the data active means survival enhancement above about 18%;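 further: cells exposed to compounds for 16 hours before the ATP read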
NR2E3 ag-1 = NR2E3 agonists in two-hybrid cells, primary screen, cell-based, luminescence, CHO-S, Gal4-NCOR/VP16-NR2E3 | Photoreceptor-specific nuclear receptor (Homo sapiens), Q9Y5X4 | luciferase | inhibition of corepressor binding, % at 3.98 µM | 0.35% of 360,000 active | AID 602229, 2012;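 active means inhibition above the mean of all tested compounds plus 3 SD, cut at about 70% in these data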;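 further: 0% = DMSO with NR2E3 transfected cells and 100% = cells lacking NR2E3 construct; higher means lower luciferase signal from less NR2E3 corepressor binding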
Target sequence (Q9Y5X4 whole entry, looked up, the tested form may be a part): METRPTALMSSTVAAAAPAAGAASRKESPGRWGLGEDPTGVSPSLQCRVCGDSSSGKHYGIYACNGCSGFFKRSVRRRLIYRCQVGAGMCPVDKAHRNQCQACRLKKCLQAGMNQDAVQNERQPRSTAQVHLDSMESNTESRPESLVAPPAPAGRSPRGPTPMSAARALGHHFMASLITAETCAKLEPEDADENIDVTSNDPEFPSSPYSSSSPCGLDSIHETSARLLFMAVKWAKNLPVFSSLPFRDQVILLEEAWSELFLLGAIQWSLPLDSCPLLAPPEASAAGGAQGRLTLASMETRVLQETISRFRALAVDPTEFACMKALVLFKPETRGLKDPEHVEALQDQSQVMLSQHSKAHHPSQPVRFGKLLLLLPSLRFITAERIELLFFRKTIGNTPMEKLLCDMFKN
Peg3 prom inh = Peg3 promoter-driven luciferase inhibitors, primary screen, cell-based, HeLa, luciferase luminescence; HeLa PEG-Prom luciferase reporter, overnight; inhibition, % at 20 µM; 1.7% of 360,000 active;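 active means inhibition of at least 50% at 20 µM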
HIF-2a block = HIF-2a reporter inhibitors, primary screen, luminescence, 786-0 RCC cells. 786-0 RCC cells HIF-2a reporter, luciferase luminescence, overnight. inhibition, % at 18.8 µM. 0.72% of 360,000 active;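 active means inhibition of the luminescence signal of 40% or more relative to plate controls, in a single-dose primary screen at 18.75 µM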
NR2E3 ag-2 = inhibitors of NR2E3-RetCOR corepressor binding, primary screen, NR2E3 agonist project, biochemical, TR-FRET, GST-NR2E3, biotin-RetCOR; 0.12% of 320,000 active; AID 2300, 2010; 1536-well; Photoreceptor-specific nuclear receptor (Homo sapiens), Q9Y5X4; inhibition of corepressor binding, % at 4.78 µM;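 active means percent inhibition above the cutoff of mean plus 3 SD of all tested compounds, set per screening campaign, cut at about 20% in these data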;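 further: 0% = DMSO wells and 100% = biotin wells as full block of FRET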
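Test system – NR2E3–RetCOR corepressor complex · Quantity – NR2E3 fusion 1.35 nM · Buffer or medium – Tris pH 7.5 · Incubation – Compound–protein incubation for 5 h at 4 °C · Technique – TR-FRET, Eu(K)-anti-GST donor, streptavidin-D2 acceptor, ex 340, em 617/671 nm · Evaluation – percent inhibition of 671/617 nm emission ratio versus biotin and DMSO controls · Plate – 1536-well format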
PDI turbidity = inhibitors of human PDI, primary screen, biochemical, turbidity, single point, plate reader; inhibition, % at 10 µM; Protein disulfide-isomerase (Homo sapiens), P07237; 0.052% of 350,000 active; PDI insulin aggregation turbidity, A650, 90 min;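 active means mean inhibition across replicates of 30% or more, whatever share of single replicates reach that level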;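 further: absorbance from insulin aggregation driven by PDI reduction with DTT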
Cardio protect = cardioprotection against H2O2-induced cell death, primary screen, uHTS, H9c2 cells, ATPLite luminescence. protection from H2O2 cell death, % at 20 µM. AID 588492, 2011. 0.63% of 360,000 active. H9c2 cardiomyocytes, H2O2 injury protection, 2 h;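 active means compounds giving at least 50% protection of heart cells from peroxide-induced death in the single-dose screen, raw or plate-pattern-corrected value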;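 further: 0% = DMSO wells with peroxide and 100% = DMSO wells without peroxide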
Starred values were filed as active, the others as inactive.

`CC(C)=NN1C(c2nonc2N)=NOC1(C)C` gave HTR2A ag -3, Shn3 3UTR inh 9, CaV13 ICDI inh 1, iPSC survival up -0.3, NR2E3 ag-1 7, Peg3 prom inh -10, HIF-2a block 13, NR2E3 ag-2 -1, PDI turbidity -3 and Cardio protect 5.
CC(=O)/C(=N/Nc1ccccc1[N+](=O)[O-])N1CCCc2ccccc21 was read as HTR2A ag -4, Shn3 3UTR inh 1, CaV13 ICDI inh -5, iPSC survival up -0.4, NR2E3 ag-1 -20, Peg3 prom inh 19, HIF-2a block -1, NR2E3 ag-2 1, PDI turbidity 6 and Cardio protect -7.
Cc1ccc(/C=N/n2cnc3sc(C)c(C)c3c2=O)o1 was read as HTR2A ag 2, MITF TRPM1 inh -9, Shn3 3UTR inh -10, CaV13 ICDI inh -4, iPSC survival up 5.1, NR2E3 ag-1 -33, Peg3 prom inh -117, HIF-2a block -170, NR2E3 ag-2 3, PDI turbidity 0 and Cardio protect 3.
CC12CCC(=O)C=C1CCC1C2C(O)CC2(C)C1CCC21OCC1=O (configuration not stated) was read as HTR2A ag 7, MITF TRPM1 inh 4, Shn3 3UTR inh 6, CaV13 ICDI inh -6, iPSC survival up -1.6, NR2E3 ag-1 -6, Peg3 prom inh -7, HIF-2a block 9, PDI turbidity -9 and Cardio protect 0.
For Cn1c(=O)c(C(=O)NNC(=O)c2cccc(Cl)c2)c(O)c2ccccc21 the results were HTR2A ag 6, MITF TRPM1 inh 19, Shn3 3UTR inh 3, CaV13 ICDI inh -5, iPSC survival up 0.1, NR2E3 ag-1 1, Peg3 prom inh 64*, HIF-2a block 13, NR2E3 ag-2 1, PDI turbidity 17 and Cardio protect -15.
Screening CCc1nc2c(OCc3cccc(OC)c3)cccn2c1N(C)C(=O)c1ccc(OC)cc1 returned HTR2A ag -3, Shn3 3UTR inh 7, CaV13 ICDI inh -7, iPSC survival up -1.1, NR2E3 ag-1 6, Peg3 prom inh 10, HIF-2a block 8, PDI turbidity 9 and Cardio protect 14.
For CCOc1ccc(N2CC(C(=O)Nc3cccc(C)c3C)CC2=O)cc1 (configuration not stated) the results were HTR2A ag 1, MITF TRPM1 inh -6, Shn3 3UTR inh -16, CaV13 ICDI inh -5, iPSC survival up 0.6, NR2E3 ag-1 -9, Peg3 prom inh 10, HIF-2a block 12, NR2E3 ag-2 -1, PDI turbidity -1 and Cardio protect -6.
`CC(C)=CC(=O)N1CCCC(N2CCN(c3ccccc3C)CC2)C1` (configuration not stated) gave HTR2A ag -11, MITF TRPM1 inh 16, Shn3 3UTR inh -5, CaV13 ICDI inh -5, iPSC survival up -0.5, NR2E3 ag-1 -3, Peg3 prom inh -6, HIF-2a block -7, NR2E3 ag-2 4, PDI turbidity 5 and Cardio protect -1.
For Cc1cc(OC(=O)c2cccc(Cl)c2)c([N+](=O)[O-])c(=O)[nH]1 the results were HTR2A ag -4, MITF TRPM1 inh -2, Shn3 3UTR inh 3, CaV13 ICDI inh -13, iPSC survival up -0.5, NR2E3 ag-1 -25, Peg3 prom inh 4, HIF-2a block 8, NR2E3 ag-2 -2, PDI turbidity 3 and Cardio protect 0.
Screening Cc1cc(C)c(S(=O)(=O)N2CCC(C(=O)NCc3ccco3)CC2)c(C)c1 returned HTR2A ag -1, MITF TRPM1 inh 12, Shn3 3UTR inh 4, CaV13 ICDI inh -6, iPSC survival up 2.0, NR2E3 ag-1 -15, Peg3 prom inh 6, HIF-2a block 3, NR2E3 ag-2 -3, PDI turbidity -2 and Cardio protect 0.
`CCNC(=S)N1CCC(C(=O)c2ccc3c(c2)OCCO3)CC1` gave HTR2A ag 4, MITF TRPM1 inh 15, Shn3 3UTR inh -12, CaV13 ICDI inh -4, iPSC survival up -0.3, NR2E3 ag-1 -32, Peg3 prom inh 7, HIF-2a block -3, NR2E3 ag-2 -4, PDI turbidity 1 and Cardio protect -7.
`COc1cccc(/C=N/n2nnnc2N)c1` gave HTR2A ag -1, MITF TRPM1 inh -5, Shn3 3UTR inh 18, CaV13 ICDI inh -7, iPSC survival up -0.8, NR2E3 ag-1 -5, Peg3 prom inh -4, HIF-2a block -9, NR2E3 ag-2 1, PDI turbidity 2 and Cardio protect 1.
Screening O=C(O)c1ccc(F)c(S(=O)(=O)Nc2ccccc2)c1 returned HTR2A ag 0, MITF TRPM1 inh 1, Shn3 3UTR inh -9, CaV13 ICDI inh -3, iPSC survival up 1.3, NR2E3 ag-1 -14, Peg3 prom inh -3, HIF-2a block 2, NR2E3 ag-2 2, PDI turbidity 8 and Cardio protect -1.
O=C(NNC(=S)Nc1ccccc1Cl)C1CC1 was read as HTR2A ag -1, MITF TRPM1 inh 4, Shn3 3UTR inh 0, CaV13 ICDI inh -3, iPSC survival up 0.7, NR2E3 ag-1 -10, Peg3 prom inh 4, HIF-2a block 18, NR2E3 ag-2 -1, PDI turbidity -3 and Cardio protect -2.
Screening O=C(CC(=O)c1ccccc1O)c1ccc(F)cc1 returned HTR2A ag -5, MITF TRPM1 inh -14, Shn3 3UTR inh 8, CaV13 ICDI inh -7, iPSC survival up 9.8, NR2E3 ag-1 -60, Peg3 prom inh -100, HIF-2a block -148, NR2E3 ag-2 1, PDI turbidity -3 and Cardio protect 11.
For COc1ccc(S(=O)(=O)N(C)c2ccc(C(=O)Nc3cccnc3)cc2)cc1OC the results were HTR2A ag 2, MITF TRPM1 inh -14, Shn3 3UTR inh 22, CaV13 ICDI inh -3, iPSC survival up -0.4, NR2E3 ag-1 -13, Peg3 prom inh 10, HIF-2a block 17, PDI turbidity -2 and Cardio protect 4.
Screening CC(=O)N1c2ccc(S(=O)(=O)CCC(=O)O)cc2CC1C (configuration not stated) returned HTR2A ag 6, MITF TRPM1 inh -5, Shn3 3UTR inh 6, iPSC survival up -6.0, NR2E3 ag-1 -19, Peg3 prom inh 10, HIF-2a block 1, NR2E3 ag-2 2, PDI turbidity -6 and Cardio protect 4.
For CCOc1c(OC)cc(C2C(C#N)=C(N)Oc3n[nH]c(-c4ccncc4)c32)cc1OC (configuration not stated) the results were HTR2A ag 1, MITF TRPM1 inh -21, Shn3 3UTR inh -3, iPSC survival up -1.6, NR2E3 ag-1 -9, Peg3 prom inh -19, HIF-2a block 4, NR2E3 ag-2 -24, PDI turbidity -2 and Cardio protect -7.
For Cc1ccc(NC(=O)c2nc[nH]c2C(=O)N2CCC(C)CC2)cc1 the results were HTR2A ag 1, MITF TRPM1 inh -7, Shn3 3UTR inh 13, CaV13 ICDI inh -12, iPSC survival up 2.2, NR2E3 ag-1 16, Peg3 prom inh 8, HIF-2a block -12, NR2E3 ag-2 1, PDI turbidity -1 and Cardio protect -3.
CCC(C(=O)N1CCN(S(=O)(=O)c2sc(C(=O)O)c(C)c2C(=O)O)CC1)c1ccccc1 (configuration not stated) was read as HTR2A ag -1, MITF TRPM1 inh 4, Shn3 3UTR inh -11, CaV13 ICDI inh -6, iPSC survival up -0.4, NR2E3 ag-1 -21, Peg3 prom inh -11, HIF-2a block 1, NR2E3 ag-2 1, PDI turbidity 3 and Cardio protect -1.
For O=C(COC(=O)/C=C/c1ccccc1)Nc1ccccc1Br the results were HTR2A ag 0, MITF TRPM1 inh 6, Shn3 3UTR inh 1, CaV13 ICDI inh -4, iPSC survival up -0.3, NR2E3 ag-1 -3, Peg3 prom inh 5, HIF-2a block 19, NR2E3 ag-2 1, PDI turbidity -2 and Cardio protect -2.
For COC(=O)c1ccc(Sc2ccc(Cl)cc2)c(N)c1 the results were HTR2A ag 3, MITF TRPM1 inh -2, Shn3 3UTR inh 0, CaV13 ICDI inh -7, iPSC survival up -0.9, NR2E3 ag-1 3, Peg3 prom inh -27, HIF-2a block -54, NR2E3 ag-2 4, PDI turbidity -3 and Cardio protect -9.
Screening CCOc1ccc(NC(=O)CSc2nc3[nH]ncc3c(=O)n2-c2ccccc2OC)cc1 returned HTR2A ag 0, MITF TRPM1 inh -20, Shn3 3UTR inh 5, CaV13 ICDI inh -4, iPSC survival up 3.2, NR2E3 ag-1 -24, Peg3 prom inh -9, HIF-2a block -14, NR2E3 ag-2 5, PDI turbidity -4 and Cardio protect 0.
CC1CN(C(=O)C2CCCC2)C(C)CN1C(=O)C1CCCC1 (configuration not stated) was read as HTR2A ag -1, MITF TRPM1 inh -8, Shn3 3UTR inh -9, CaV13 ICDI inh -2, iPSC survival up -0.4, NR2E3 ag-1 5, Peg3 prom inh -6, HIF-2a block 16, NR2E3 ag-2 -1, PDI turbidity -3 and Cardio protect -3.
Screening CC(=O)N1CCN(CC(=O)Nc2sccc2C#N)CC1 returned HTR2A ag -1, MITF TRPM1 inh 4, Shn3 3UTR inh 0, CaV13 ICDI inh 0, iPSC survival up 0.5, NR2E3 ag-1 -12, Peg3 prom inh 12, HIF-2a block 12, NR2E3 ag-2 0, PDI turbidity 4 and Cardio protect -5.
`CCC12CN3CC(CC)(CN(C1)C31C(=O)N(C)c3ccc(C)cc31)C2=O` (configuration not stated) gave HTR2A ag -2, MITF TRPM1 inh 5, Shn3 3UTR inh -12, CaV13 ICDI inh -4, iPSC survival up -1.4, NR2E3 ag-1 5, Peg3 prom inh 0, HIF-2a block 8, NR2E3 ag-2 0, PDI turbidity -6 and Cardio protect 6.
COc1ccc(C(=O)c2ccc(OC)c(OC)c2)cc1OC was read as HTR2A ag 0, MITF TRPM1 inh 0, Shn3 3UTR inh -17, CaV13 ICDI inh -4, iPSC survival up 1.7, NR2E3 ag-1 -2, Peg3 prom inh 14, HIF-2a block 9, NR2E3 ag-2 -1, PDI turbidity 13 and Cardio protect 6.
For COc1cc(/C=C2\SC(=S)N(N3CCOCC3)C2=O)cc(OC)c1OC the results were HTR2A ag -4, MITF TRPM1 inh 1, Shn3 3UTR inh 0, CaV13 ICDI inh -2, iPSC survival up 3.0, NR2E3 ag-1 5, Peg3 prom inh 7, HIF-2a block 12, NR2E3 ag-2 0, PDI turbidity 12 and Cardio protect -2.
Screening COc1ccc(/C=N/n2cnn(Cc3ccccc3Cl)c2=S)cc1 returned HTR2A ag -1, MITF TRPM1 inh -20, Shn3 3UTR inh -8, CaV13 ICDI inh -8, iPSC survival up 0.5, NR2E3 ag-1 -15, Peg3 prom inh -61, HIF-2a block -127, NR2E3 ag-2 -2, PDI turbidity 8 and Cardio protect -19.
